14-3-3 Bad inh: disrupts binding of bovine 14-3-3 zeta to phospho-Bad peptide; P63103; TR-FRET 14-3-3zeta/Dy647-pBad peptide displacement, 1 h; inhibition, % at 21.7 µM; 220,000 tested, 0.71% active; AID 781;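 active means inhibition above about 70%, limit read from the data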;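 further: 0% = full 14-3-3 plus peptide FRET controls and 100% = background without 14-3-3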
Target sequence (P63103 whole entry, looked up): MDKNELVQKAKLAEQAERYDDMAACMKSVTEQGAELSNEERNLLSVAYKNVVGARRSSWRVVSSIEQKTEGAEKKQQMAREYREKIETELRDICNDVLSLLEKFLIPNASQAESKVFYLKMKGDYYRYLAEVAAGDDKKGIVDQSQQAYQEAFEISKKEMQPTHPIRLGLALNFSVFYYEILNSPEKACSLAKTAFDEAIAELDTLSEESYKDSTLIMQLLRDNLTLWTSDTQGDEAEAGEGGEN
Runt-CBFb FRET: Runt domain-CBFb interaction inhibition | 220,000 tested, 0.46% active | Cerulean-Runt/Venus-CBFb FRET ratio 530/480, 1 h | Q01196+Q13951 | inhibition, % at 20 µM;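 active means inhibition over about 50% at 20 µM in the single-dose screen, limit read from the data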;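 further: 0% = DMSO wells and 100% = excess unlabeled CBFb competitor control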
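test system = Cerulean-Runt domain fusion protein, energy donor | probe or stimulus = Venus-CBFb binding partner, 100 nM | incubation = two 1 h room-temperature incubations shielded from light | detection = fluorescence energy transfer, 422 nm excitation, 530/480 nm emission | measure = loss of energy transfer signal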
NCF1 inh: p47phox (human) inhibition. p47phox/p22phox peptide binding, fluorescence polarization, 2 h. 220,000 tested, 0.53% active. AID 1274. inhibition, % at 24.7 µM. P14598;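 active means inhibition above about 30%, limit read from the data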;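 further: 0% = p47phox with labelled peptide and 100% = labelled peptide alone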
Runt-SMMHC FRET: blocks binding of human RUNX1 Runt domain to CBFb-SMMHC; AID 1434; Cerulean-Runt/Venus-CBFb-SMMHC FRET ratio 530/480, 1 h; inhibition, % at 20 µM; Q01196+Q13951; 220,000 tested, 0.74% active;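 active means mean inhibition across duplicate retests at 20 µM reaching about 50%, limit read from the data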;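 further: 0% = DMSO wells and 100% = wells with excess untagged CBFb-SMMHC; inhibitors lower the FRET ratio by blocking Runt binding to CBFb-SMMHC; some results filed as inactive read as strong as hits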
Hck-Nef inh: inhibitors of human Hck kinase activated by Nef; P08631; Recombinant Hck-YEEI plus Nef, Z-Lyte FRET kinase assay; inhibition, % at 20 µM; 220,000 tested, 0.68% active; AID 463187;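 active means Hck-Nef kinase inhibition above about 50%, limit read from the data; inactive means inhibition below that limit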;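 further: 0% = DMSO with Hck plus Nef and 100% = Hck alone without Nef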
Target sequence (P08631 whole entry, looked up): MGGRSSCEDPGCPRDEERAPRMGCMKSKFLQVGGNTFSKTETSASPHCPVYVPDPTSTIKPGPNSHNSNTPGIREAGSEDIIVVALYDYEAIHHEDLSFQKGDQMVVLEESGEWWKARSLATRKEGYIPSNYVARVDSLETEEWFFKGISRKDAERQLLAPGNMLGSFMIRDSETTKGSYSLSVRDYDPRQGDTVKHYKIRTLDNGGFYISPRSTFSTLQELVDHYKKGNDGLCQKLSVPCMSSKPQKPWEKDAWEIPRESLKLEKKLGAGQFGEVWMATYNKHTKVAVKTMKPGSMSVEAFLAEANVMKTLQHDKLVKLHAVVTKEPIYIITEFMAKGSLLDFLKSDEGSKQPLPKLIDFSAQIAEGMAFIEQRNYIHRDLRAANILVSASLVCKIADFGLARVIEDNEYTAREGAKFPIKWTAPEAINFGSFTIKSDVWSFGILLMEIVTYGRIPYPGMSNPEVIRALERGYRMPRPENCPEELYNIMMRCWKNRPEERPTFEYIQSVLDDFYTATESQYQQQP
L929 necroptosis: L929 zVAD cell death inhibition; L929 zVAD necroptosis rescue, ATP luminescence, 24 h; with zVAD 60 µM; viability rescue, % at 10 µM; 220,000 tested, 0.38% active; AID 1377;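 active means activation, scaled between plate controls, above about 75%, limit read from the data; inactive means activation under that limit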;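 further: 0% = zVAD with DMSO and 100% = DMSO alone without zVAD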
EBV gp42 block: blocks Epstein-Barr virus glycoprotein 42 binding; Q1HVG2; Fluorescence polarization binding assay, mP read-out; inhibition, % (tested at 21.74 µM); 220,000 tested, 0.42% active; AID 1085; in the data active means inhibition above about 50%
Target sequence (Q1HVG2 whole entry, looked up): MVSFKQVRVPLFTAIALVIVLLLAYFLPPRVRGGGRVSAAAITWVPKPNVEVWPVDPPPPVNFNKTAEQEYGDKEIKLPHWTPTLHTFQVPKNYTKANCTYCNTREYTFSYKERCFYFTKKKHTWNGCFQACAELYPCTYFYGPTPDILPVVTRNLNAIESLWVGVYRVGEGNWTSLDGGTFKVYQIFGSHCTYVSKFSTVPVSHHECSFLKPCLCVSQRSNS
TbHK1 inh: T. brucei hexokinase 1 inhibition | 220,000 tested, 0.11% active | inhibition, % at 10 µM | AID 1430 | recombinant TbHK1, G6PDH-coupled NADH A340;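 active means inhibition of 50% or more in the single-dose primary screen; inactive means inhibition below 50%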
MDM2 E3 inh: Mdm2 E3 ligase (human) inhibition; Q00987; cell-based MDM2 ubiquitination luciferase reporter, 2 h; 0 = plate control, 100 = twice control, blank-subtracted; signal enhancement, % at 5 µM; 210,000 tested, 0.11% active; AID 1230;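 active means signal enhancement of 30% or more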;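 further: luminescence tracks abundance of the self-degrading MDM2-luciferase fusion protein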
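Material: Stable MDM2–luciferase fusion reporter cells | Amount: 2000 cells seeded into each well | Dosing: One concentration, 5 µM, with 0.2% DMSO | Incubation: 4 h cell settling then 2 h compound exposure, 37 °C | Measured by: Luciferase luminescence | Read-out basis: % enhancement relative to plate controls after blank subtraction | Benchmarks: Control and blank well means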
Numbers without * were called inactive; · = not tested or not shown; [ ] = another dose, or the depositor's remark.

Preview:
SMILES	14-3-3 Bad inh	Runt-CBFb FRET	NCF1 inh	Runt-SMMHC FRET	Hck-Nef inh	L929 necroptosis	EBV gp42 block	TbHK1 inh	MDM2 E3 inh
COc1ccc(OC)c(NC(=O)c2cc3oc4ccccc4c3cc2O)c1	-7.3	46.3	-9.6	96.5*	6.2	0.1	-4.7	-0.3	-20.1
Cc1ccc(C(=O)CCC2CCCCC2=O)cc1 (configuration not stated)	-5.0[fluorescence artefact?]	-0.9	-7.6	-1.9	-0.2	-0.1	-11.2	0.6	-2.7
Cc1c(NC(=O)CN2CCCC(C)C2)ccc2nsnc12 (configuration not stated)	5.1	0.8	1.0	4.0	20.1	1.4	-25.9	-5.7	10.9
COc1ccc(CCC(=O)Nc2ccc(Br)cn2)cc1	2.8	-2.8	-9.5	2.4	-8.3	1.5	-17.1	-6.1	-0.1
Cc1ccc(NC(=S)NNC(=O)c2cccc([N+](=O)[O-])c2)cc1Cl	-9.8	1.9	-5.1	3.0	21.1	0.9	-4.7	-30.6	-16.3

The whole of this part, from the first entry:
SMILES	14-3-3 Bad inh	Runt-CBFb FRET	NCF1 inh	Runt-SMMHC FRET	Hck-Nef inh	L929 necroptosis	EBV gp42 block	TbHK1 inh	MDM2 E3 inh
COc1ccc(OC)c(NC(=O)c2cc3oc4ccccc4c3cc2O)c1	-7.3	46.3	-9.6	96.5*	6.2	0.1	-4.7	-0.3	-20.1
Cc1ccc(C(=O)CCC2CCCCC2=O)cc1 (configuration not stated)	-5.0[fluorescence artefact?]	-0.9	-7.6	-1.9	-0.2	-0.1	-11.2	0.6	-2.7
Cc1c(NC(=O)CN2CCCC(C)C2)ccc2nsnc12 (configuration not stated)	5.1	0.8	1.0	4.0	20.1	1.4	-25.9	-5.7	10.9
COc1ccc(CCC(=O)Nc2ccc(Br)cn2)cc1	2.8	-2.8	-9.5	2.4	-8.3	1.5	-17.1	-6.1	-0.1
Cc1ccc(NC(=S)NNC(=O)c2cccc([N+](=O)[O-])c2)cc1Cl	-9.8	1.9	-5.1	3.0	21.1	0.9	-4.7	-30.6	-16.3
O=C(Nc1ccccc1)c1cc2ccccc2[nH]1	-18.1[fluorescence artefact?]	-1.3	-0.7	2.4	2.1	3.1	11.1	-8.2	0.0
COc1ccc(/C=C2\C(=O)ON=C2c2cccc([N+](=O)[O-])c2)cc1	-5.0	-1.7	-5.5	7.0	53.4*	0.7	-8.0	-1.9	-16.5
CCN(C(=O)c1ccc(C)c(Br)c1)c1ccccc1	-2.5	1.0	-4.6	0.7	8.4	0.1	5.6	-1.9	-27.1
CN(C)C(=O)CSc1cnc2ccccc2n1	1.7	1.8	-6.6	0.8	24.1	5.5	-17.0	-13.6	17.2
COc1ccc(/C=C(/C#N)C(=O)NC2CCCCC2)cc1Br	-2.3	-0.2	-8.4	-1.6	0.7	0.5	-15.9	3.3	-24.9
Cc1ccc(-c2ccc(CCC(=O)O)n2Cc2ccco2)cc1	-19.1	14.2	-9.7	12.4	1.9	0.4	6.4	6.5	-16.5
CCNC(=O)CSc1nc2cc([N+](=O)[O-])ccc2n1-c1cccc(C(F)(F)F)c1	5.1	-3.2	-10.2	-3.8	3.2	0.1	-0.8	-5.7	-10.5
O=C1c2ccccc2NC2(CCCCC2)N1N=C1CCCCC1	-7.3	-2.5	-10.3	0.1	-1.9	0.4	-5.1	-1.6	-2.2
Cc1ccc(C(NC(=O)N2CCCC2)C(Cl)(Cl)Cl)cc1F (configuration not stated)	-8.6	-2.4	-4.5	-0.5	22.9	-0.1	-13.8	-1.5	2.4
CC1CCN(C(=O)Cn2c(=O)oc3ccccc32)CC1	16.0	3.1	-3.7	5.3	-9.2	-1.4	-19.6	6.7	-14.2
N#C/C(=C\c1cccn1-c1ccccc1)C(=O)NC1CCCCC1	-5.3	-2.4	-5.4	-7.2	1.1	0.8	-3.2	-14.4	-14.5
CC(=O)Nc1nc2c(s1)C(=O)NCC(C)(C)C2	-0.8	1.0	-18.2	-1.2	6.2	0.0	-6.6	3.9	-13.6
O=C(c1noc2c1CCCC2)N1CCc2c([nH]c3ccccc23)C1c1ccccn1 (configuration not stated)	-12.8	-0.3	-1.4	-0.9	0.7	1.5	8.3	-9.5	-26.6
CC(C)OC(=O)C(C(=O)C(F)(F)F)c1cc(NS(=O)(=O)c2ccc3ccccc3c2)c2ccccc2c1O (configuration not stated)	12.1	34.9	-29.0	17.1	0.0	2.9	-23.9	-4.1	-17.3
Cc1nnc(SCC2=C(C(=O)O)N3C(=O)[C@@H](NC(=O)Cn4cnnn4)[C@H]3SC2)s1	5.0	-0.3	-0.8	5.1	2.7	3.9	-8.6	-4.4	·
COc1ccc(CNC(=O)c2csc(Cc3ccc(Cl)cc3)n2)cc1	-4.7	-3.9	-16.3	0.9	0.9	0.0	-5.3	3.9	-19.2
CN(c1cccc(NC(=O)c2ccc(Cl)c(S(=O)(=O)Nc3ccccc3)c2)c1)S(C)(=O)=O	2.7	2.5	-8.5	-4.8	-0.2	-0.1	2.3	8.2	-3.8
CCOC(=O)N1CCN(c2c(-c3ccccc3)c3cc(Cl)ccc3[nH]c2=O)CC1	0.5[fluorescence artefact?]	-5.5	-8.3	-4.0	1.0	0.6	-3.8	0.5	-8.8
COc1ccc(CNC(N)=O)cc1OC	-1.7	-0.4	-10.8	2.7	0.3	0.8	-12.3	-6.7	-11.6
CCC(=O)NC(Nc1ncc(C)s1)(C(=O)OC)C(F)(F)F (configuration not stated)	2.9	-0.8	-23.2	-0.6	1.1	0.5	-21.9	-2.9	-1.1
CCOc1ccc2nc(NC(=O)c3ccc(OCC4CCCO4)cc3)sc2c1 (configuration not stated)	-4.7	-10.9	-42.0	-10.8	2.4	3.2	-36.7	-4.2	-15.1
Cc1cccc(OCC(=O)N(C)CCc2ccccn2)c1	71.2*	-2.7	0.5	1.0	-21.2	-0.9	-12.9	10.0	-39.8
CCOC(=O)COc1c(Br)cc(C2NC(=O)NC(C)=C2C(C)=O)cc1OC (configuration not stated)	-5.6[fluorescence artefact?]	-0.3	-9.7	0.0	3.3	-1.0	-28.2	4.4	-2.7
COc1ccc(CCN(C(=O)COc2ccccc2)c2nc(-c3ccccc3)cs2)cc1OC	-15.1	2.8	-1.3	4.4	-0.8	1.0	-7.3	-9.6	-17.8
O=C(N/N=C/C(Br)=C/c1ccccc1)c1cccnc1	7.7	1.9	5.2	-0.2	13.3	-0.1	-15.5	-63.1	-12.8
N=C1C(c2nc3ccccc3s2)=C(O)CN1c1ccccc1	-7.4	0.4	0.0	-1.1	-11.3	4.4	-0.7	-5.5	-3.9
CC1(OC(=O)c2cccs2)C(=O)C=C2C=C3CCCN3C=C2C1=O (configuration not stated)	6.6	7.9	15.6	4.0	18.3	0.4	26.7	-30.6	12.7
O=C(Nc1ccc(Cl)cc1)N1CCSc2ccccc21	3.1[fluorescence artefact?]	-1.7	-5.5	-10.7	-1.4	1.1	-6.0	3.3	-3.6
CC1CCCCC1NC(=O)Cn1cnc2ccccc2c1=O (configuration not stated)	-1.3	-0.3	-6.1	2.0	0.1	0.4	2.5	1.1	-5.9
CCCCN(CCCC)S(=O)(=O)c1ccc(NC(=O)Cc2cccs2)cc1	-10.1	-2.7	-27.1	-0.6	1.9	1.5	-24.1	14.9	-41.4
COC(=O)Nc1nn(-c2ccc(OC)cc2)c(=O)c(C#N)c1C	1.2	-1.0	-0.1	-8.2	6.0	0.5	-16.4	3.7	-20.5
COc1cc(OC)c(OC)cc1/C=N/Nc1nc2ccccc2[nH]1	-8.1	4.3	-23.7	2.6	3.7	0.6	-6.5	-20.1	-14.3
COc1ccc([N+](=O)[O-])cc1NC(=O)Cc1ccccc1Cl	-11.1[fluorescence artefact?]	-0.5	-4.2	-2.6	2.5	0.8	5.9	4.8	-0.5
Cc1ccc(S(=O)(=O)CCSc2nc(C)cc(C)c2C#N)cc1	-4.9	-0.2	-5.5	-3.4	7.4	-0.8	1.4	3.2	-6.0
O=C(COc1ccc([N+](=O)[O-])cc1Cl)N1CCOCC1	10.8	-1.2	-9.8	-2.7	11.9	0.2	-8.6	-23.9	-14.8
CC1=C(C(=O)NCc2ccc(Cl)cc2)C2(CCC(C)CC2)OC1=O (configuration not stated)	-0.6	-1.3	-16.5	2.6	20.9	0.3	-7.2	-4.3	·
Cn1cc(CNCc2ccccc2OCC(O)CN2CCc3ccccc3C2)cn1 (configuration not stated)	-9.6	-1.9	3.8	-6.7	-9.2	-0.4	-15.2	8.2	-4.0
COc1cccc(CSc2nnc(-c3ccco3)n2C)c1	0.0	4.7	-4.6	-2.8	0.7	-0.2	-13.9	6.0	-6.0
CCC(C)(C)n1nnnc1C(c1cc2cc(C)ccc2[nH]c1=O)N1CCCC1 (configuration not stated)	-3.0	-14.8	-8.6	-47.7	1.0	0.7	-14.0	-8.3	-21.1
Cc1cc(N2CCN(C)CC2)n2nc(-c3ccc(Cl)cc3)nc2n1	-5.6	-2.0	-24.7	0.0	25.9	0.5	-9.2	-13.2	·
Cn1c(COc2ccc(Br)cc2)nnc1SC1CCc2ccccc2C1=O (configuration not stated)	4.2[fluorescence artefact?]	1.0	-2.9	-3.6	51.0*	0.5	-4.6	11.0	4.4
Cc1nn(C)cc1CNC(=O)c1cccc(F)c1	-3.8[fluorescence artefact?]	0.2	-5.1	2.8	0.3	0.9	9.3	-2.8	·
COC(=O)c1nc(-c2ccccc2)oc1N1CCOCC1	35.9	1.3	-0.2	1.1	20.3	0.8	4.7	-4.6	-18.8
CC(=O)c1ccc(NC(=O)c2ccc(S(=O)(=O)N3CCCC3)cc2)cc1	14.4	-0.9	-5.6	-5.6	-0.7	0.4	-13.9	-4.0	-14.1
NNC(=O)c1sccc1OCc1ccc(Cl)cc1Cl	4.7	0.2	-1.6	-1.3	-25.7	-0.7	16.0	10.3	-21.9

Next structures follow.
SMILES	14-3-3 Bad inh	Runt-CBFb FRET	NCF1 inh	Runt-SMMHC FRET	Hck-Nef inh	L929 necroptosis	EBV gp42 block	TbHK1 inh	MDM2 E3 inh
CCOC(=O)C1=C(C)NC(=O)NC1c1ccc(F)cc1 (configuration not stated)	-1.6	0.6	8.6	1.4	1.1	·	5.5	0.7	1.8
Cc1c[n+]([O-])n(-c2ccc(C(=O)O)cc2)n1	29.7	-1.5	8.5	-0.3	-11.3	-0.2	-4.6	2.1	-21.5
O=C(CCN1CCN(CC(=O)Nc2ccccc2Cl)CC1)Nc1ccccc1F	-6.0	-2.3	-8.7	4.9	9.2	3.4	-7.0	49.1	-23.2
O=C(c1ccc(S(=O)(=O)NCC2CCCO2)cc1)N1CCN(c2ccccc2F)CC1 (configuration not stated)	-0.4	-0.1	-5.6	-2.0	14.7	0.5	-3.0	5.4	-12.8
CN(Cc1cc2ccccc2[nH]c1=O)S(=O)(=O)c1ccccc1	6.8	0.2	-11.3	2.7	-0.7	0.6	-5.7	-12.6	-6.1
CCOC(=O)c1[nH]c(C)c(C(=O)Nc2ccc3c(c2)CCC3)c1C	7.0	-9.0	-3.7	0.1	-1.4	1.2	-25.6	3.7	-7.5
O=C(O)c1cnn(-c2ccccc2)c1C(F)(F)F	-23.4	-2.5	1.4	1.0	17.5	1.0	3.0	-2.7	18.1
Cc1ccc(S(=O)(=O)N2CCN(CC(=O)NC(=O)NCc3ccccc3)CC2)cc1C	6.9	1.3	-5.1	2.3	-18.9	0.2	-12.3	3.3	-7.1
